Screening data: PubChem, several laboratories
Rpn11 inh – Rpn11 (human) deubiquitinase inhibition; O00487; calls only at 20 µM; AID 588493; human 26S proteasome, Ub4-pepOG fluorescence polarization; 20S core pre-blocked with epoxomicin; actives 0.59% (n = 360,000);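 active = inhibition at 20 µM, scaled to each plate's controls, above about 33%, limit read from the data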
DNMT1 block – DNMT1 (human) enzyme inhibition; P26358; DNMT1 molecular beacon, Hinp1I cleavage, fluorescence; inhibition (reported as % activation of signal), % at 10 µM; actives 0.83% (n = 360,000); in the data active = inhibition above about 50%
TbMetRS inhib – blocks T. brucei methionyl-tRNA synthetase activity; actives 0.4% (n = 360,000); purified T. brucei MetRS, ATP depletion, Kinase-Glo luminescence; inhibition, % at 11.9 µM;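 active = inhibition above a per-plate cutoff of the control wells' mean inhibition plus 3 SD, cut at about 5.5% in these data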;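 also: 0% = DMSO wells median and 100% = median of wells with control inhibitor compound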
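Test system: purified T. brucei MetRS enzyme. Also added: ATP, methionine and E. coli bulk tRNA substrates. Compound: 11.9 µM single point. Schedule: 15 min enzyme-compound preincubation, 2 h reaction, 10 min detection, 25 °C. Signal: luciferase luminescence of residual ATP, Kinase-Glo. Evaluation: percent inhibition versus plate control medians. Controls: DMSO wells, low control.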
STEP block – inhibitors of human striatal-enriched phosphatase STEP | P54829 | inhibition, % at 20 µM | AID 588621 | actives 0.25% (n = 360,000) | recombinant STEP, OMFP fluorogenic substrate, fluorescence;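 active = inhibition at 20 µM, scaled per plate between control wells, above about 37%, limit read from the data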;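 also: 0% = DMSO with enzyme and substrate and 100% = substrate only without enzyme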
Target sequence (P54829 whole entry, looked up): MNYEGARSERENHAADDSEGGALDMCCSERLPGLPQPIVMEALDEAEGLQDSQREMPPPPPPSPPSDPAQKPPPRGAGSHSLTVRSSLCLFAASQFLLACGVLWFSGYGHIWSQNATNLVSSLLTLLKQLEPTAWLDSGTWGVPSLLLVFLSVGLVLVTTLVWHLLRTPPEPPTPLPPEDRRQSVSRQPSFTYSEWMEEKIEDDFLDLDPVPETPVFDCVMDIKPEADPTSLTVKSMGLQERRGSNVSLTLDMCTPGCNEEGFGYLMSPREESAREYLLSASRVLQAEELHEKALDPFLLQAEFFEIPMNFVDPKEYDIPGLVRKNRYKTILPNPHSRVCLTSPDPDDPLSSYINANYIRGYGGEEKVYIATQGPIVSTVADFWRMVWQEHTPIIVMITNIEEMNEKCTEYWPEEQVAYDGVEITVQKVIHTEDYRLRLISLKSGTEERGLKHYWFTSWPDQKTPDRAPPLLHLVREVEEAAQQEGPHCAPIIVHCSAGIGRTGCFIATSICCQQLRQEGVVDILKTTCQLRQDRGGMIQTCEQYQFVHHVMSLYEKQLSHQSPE
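System: isolated STEP enzyme; schedule: 20 min enzyme reaction at room temperature, protected from light; medium: Bis-Tris buffer pH 6.0, 2.5 mM DTT, 0.005% Tween 20; signal: fluorescence, 480/540 nm; dosing: single compound dose of 20 µM, 1% DMSO final; also added: OMFP substrate, 25 µM final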
LMPTP inh – blocks human LMPTP phosphatase; P24666; recombinant LMPTP-A, OMFP fluorogenic substrate, fluorescence intensity; inhibition, % at 20 µM; actives 0.22% (n = 360,000); AID 651560;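 active = compounds that cut the enzyme signal by at least half of the control window in the single-dose screen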;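 also: plate controls were DMSO wells with enzyme plus substrate for no effect and substrate without enzyme for full effect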
Target sequence (P24666 whole entry, looked up): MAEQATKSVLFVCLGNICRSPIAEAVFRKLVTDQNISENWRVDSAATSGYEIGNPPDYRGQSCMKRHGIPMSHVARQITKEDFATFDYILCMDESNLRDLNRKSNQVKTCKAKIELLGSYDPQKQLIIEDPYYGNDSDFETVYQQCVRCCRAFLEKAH
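Assay system: LMPTP-A enzyme. Input: 0.625 nM LMPTP-A final. Probe or stimulus: 400 µM OMFP. Compound dosing: single 20 µM dose. Schedule: 50 min dark incubation at room temperature. Detection: fluorescence intensity of OMFP turnover product. Read-out: percent inhibition versus substrate-only and uninhibited controls. Benchmarks: no-enzyme low control, uninhibited high control.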
NadD inh – blocks S. aureus nicotinate mononucleotide adenylyltransferase; purified NadD enzyme, colorimetric absorbance read-out; AID 602399; inhibition, % at 20 µM; actives 0.78% (n = 360,000); in the data active = inhibition above about 26%; also: some compounds past the cut are filed as inactive
MsrA inhibitor – inhibitors of bovine MsrA | purified bovine MsrA, absorbance read-out | inhibition, % at 15.5 µM | actives 0.75% (n = 360,000) | AID 651718; in the data active = inhibition above about 4.5%;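 also: 0% = vehicle wells with enzyme and 100% = reference inhibitor wells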
Scp1 inh – inhibitors of human Scp-1 phosphatase | Q9GZU7 | inhibition, % at 20 µM | actives 0.88% (n = 340,000) | Recombinant Scp1, phosphopeptide, malachite green phosphate absorbance;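 active = inhibition above about 50% at 20 µM, limit read from the data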;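 also: plate controls were DMSO wells with enzyme for no effect and wells lacking enzyme for full effect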
Target sequence (Q9GZU7 76-261 limits assumed): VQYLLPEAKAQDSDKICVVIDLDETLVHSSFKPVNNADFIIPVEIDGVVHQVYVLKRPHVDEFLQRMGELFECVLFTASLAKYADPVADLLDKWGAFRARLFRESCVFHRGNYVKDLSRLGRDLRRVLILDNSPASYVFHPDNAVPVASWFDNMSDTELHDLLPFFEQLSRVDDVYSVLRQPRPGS
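System: truncated SCP-1 phosphatase (76-261aa); medium: Tris acetate buffer pH 5.5 with MgCl2 and Tween-20; incubation: 45 min room-temperature reaction, 5 min colour, 30 min stabiliser; compound: single 20 µM dose, 1% DMSO; reagent: Phosphorylated 17-residue peptide substrate; read-out: % inhibition at 20 µM; technique: colorimetric free-phosphate detection, absorbance 630 nm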
SUMO1-SIM PPI – modulators of human SUMO1-mediated protein-protein interactions; SUMO1 binding to a labelled peptide, TR-FRET, 1 h; actives 0.33% (n = 360,000); inhibition, % at 20 µM; P63165; in the data active = inhibition above about 37%
Target sequence (P63165 whole entry, looked up): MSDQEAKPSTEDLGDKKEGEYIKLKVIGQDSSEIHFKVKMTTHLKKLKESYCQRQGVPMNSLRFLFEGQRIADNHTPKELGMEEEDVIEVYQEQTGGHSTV
CSN inh – inhibitors of human CSN-mediated cullin deneddylation; AID 651999; inhibition, % at 12.5 µM; Purified CSN, SCF-Nedd8-OG deneddylation, fluorescence polarization; actives 0.38% (n = 360,000);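 active = pattern-corrected inhibition above about 35%, with an unprinted fluorescence ratio check between 0.5 and 1.5, limit read from the data, passing the limit was not always enough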;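 also: 0% = enzyme with substrate and 100% = substrate without enzyme; some results filed as inactive read as strong as hits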
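Assay system: purified human Csn5 enzyme expressed in HEK293T cells; Input: 0.24 nM Csn5 enzyme, final concentration; Reagent: 10 nM SCFSkp2-Nedd8OG; Compound dosing: 12.5 µM single point; Times: reaction 90 min, room temperature; Technique: fluorescence polarization readout.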
Numbers without * were called inactive.

For O=C(Nc1cc(S(=O)(=O)N2CCCCC2)ccc1N1CCOCC1)c1ccc(F)cc1 the results were Rpn11 inh inactive, DNMT1 block 1, TbMetRS inhib -0.2, STEP block 0, LMPTP inh 0.6, NadD inh -1, MsrA inhibitor -1.3, Scp1 inh -4, SUMO1-SIM PPI -1 and CSN inh 2.
Screening CC1(C(=O)NS(=O)(=O)c2ccccc2Cl)CCN1C(=O)C/C=C/c1ccccc1 (configuration not stated) returned Rpn11 inh inactive, DNMT1 block 3, TbMetRS inhib -0.2, STEP block 0, LMPTP inh -1.3, NadD inh -3, MsrA inhibitor 0.3, SUMO1-SIM PPI 8 and CSN inh -1.
For CCN1C[C@@H]2[C@@H]3C(=O)N(Cc4ccccc4)C(=O)[C@@H]3[C@](Cc3ccccc3)(C(=O)OC)N2C1=NC the results were Rpn11 inh inactive, DNMT1 block 3, TbMetRS inhib -0.1, STEP block 1, LMPTP inh -2.3, NadD inh 0, MsrA inhibitor -0.3, Scp1 inh 4, SUMO1-SIM PPI 5 and CSN inh 1.
Screening CCCCC1N2CC3([N+](=O)[O-])CN1CC([N+](=O)[O-])(C2)C3(C)C (configuration not stated) returned Rpn11 inh inactive, DNMT1 block 7, TbMetRS inhib -1.2, STEP block -4, LMPTP inh -1.6, NadD inh 1, MsrA inhibitor -1.1, Scp1 inh 8, SUMO1-SIM PPI 0 and CSN inh -17.
`COC(=O)c1cc(C(=O)OCC(=O)NCc2ccc3c(c2)OCO3)cc([N+](=O)[O-])c1` gave Rpn11 inh inactive, DNMT1 block 1, TbMetRS inhib -1.0, STEP block -2, LMPTP inh -0.1, NadD inh -7, MsrA inhibitor 0.2, Scp1 inh -6, SUMO1-SIM PPI -21 and CSN inh 0.
`CCC(C)N(C(=O)COC(=O)CSc1ccc([N+](=O)[O-])cc1)C1CCS(=O)(=O)C1` (configuration not stated) gave Rpn11 inh inactive, DNMT1 block -1, TbMetRS inhib -0.3, STEP block 0, LMPTP inh -0.1, NadD inh -4, MsrA inhibitor 1.7, Scp1 inh -4, SUMO1-SIM PPI -18 and CSN inh 3.
CCN(CC)S(=O)(=O)c1cccc(C(=O)Nc2cccc(C)c2)c1 was read as Rpn11 inh inactive, DNMT1 block -3, TbMetRS inhib 0.4, STEP block -2, LMPTP inh 0.2, NadD inh -8, MsrA inhibitor -0.9, Scp1 inh -13, SUMO1-SIM PPI 2 and CSN inh 2.
`O=C(Cc1sc(-c2ccccc2)nc1-c1ccccc1)Nc1ccc(Cl)cc1` gave Rpn11 inh inactive, DNMT1 block 1, TbMetRS inhib -1.2, STEP block 4, LMPTP inh 1.9, NadD inh 13, MsrA inhibitor -1.1, Scp1 inh 2, SUMO1-SIM PPI 1 and CSN inh 2.
Cc1ccc(NC(=O)c2ccc(OC(F)(F)F)cc2)cc1S(=O)(=O)N(C)C was read as Rpn11 inh inactive, DNMT1 block 7, TbMetRS inhib -1.0, STEP block 3, LMPTP inh 1.6, NadD inh -7, MsrA inhibitor -1.1, Scp1 inh -5, SUMO1-SIM PPI 3 and CSN inh -8.
For CC1CCCC(NC(=O)CCN2C(=O)COc3ccccc32)C1C (configuration not stated) the results were Rpn11 inh inactive, DNMT1 block 3, TbMetRS inhib -0.4, STEP block 2, LMPTP inh 0.3, NadD inh 0, MsrA inhibitor 1.1, SUMO1-SIM PPI 1 and CSN inh -4.
`Cc1ccccc1NC(=S)NCc1ccc2c(c1)cc(C)n2C` gave Rpn11 inh inactive, DNMT1 block -4, TbMetRS inhib 0.3, STEP block -2, LMPTP inh 2.3, NadD inh 2, MsrA inhibitor 1.3, Scp1 inh -6, SUMO1-SIM PPI 1 and CSN inh 0.
For O=C(Cn1c2c(c(-c3ccccc3Cl)cc1=O)CCC2)NCCCN1CCOCC1 the results were Rpn11 inh inactive, DNMT1 block 3, TbMetRS inhib -1.7, STEP block 2, LMPTP inh 8.7, NadD inh -5, MsrA inhibitor 2.4, Scp1 inh -7, SUMO1-SIM PPI -2 and CSN inh -1.

Filtered by structure: those above containing a nitro group on carbon.
Screening CCCCC1N2CC3([N+](=O)[O-])CN1CC([N+](=O)[O-])(C2)C3(C)C (configuration not stated) returned Rpn11 inh inactive, DNMT1 block 7, TbMetRS inhib -1.2, STEP block -4, LMPTP inh -1.6, NadD inh 1, MsrA inhibitor -1.1, Scp1 inh 8, SUMO1-SIM PPI 0 and CSN inh -17.
`COC(=O)c1cc(C(=O)OCC(=O)NCc2ccc3c(c2)OCO3)cc([N+](=O)[O-])c1` gave Rpn11 inh inactive, DNMT1 block 1, TbMetRS inhib -1.0, STEP block -2, LMPTP inh -0.1, NadD inh -7, MsrA inhibitor 0.2, Scp1 inh -6, SUMO1-SIM PPI -21 and CSN inh 0.
`CCC(C)N(C(=O)COC(=O)CSc1ccc([N+](=O)[O-])cc1)C1CCS(=O)(=O)C1` (configuration not stated) gave Rpn11 inh inactive, DNMT1 block -1, TbMetRS inhib -0.3, STEP block 0, LMPTP inh -0.1, NadD inh -4, MsrA inhibitor 1.7, Scp1 inh -4, SUMO1-SIM PPI -18 and CSN inh 3.

Other entries
`CCOc1ccc(NC(=O)CCCn2nc(C)c3c(C)n(-c4ccccc4)nc3c2=O)cc1` gave Rpn11 inh inactive, DNMT1 block -1, TbMetRS inhib -0.4, STEP block -1, LMPTP inh -0.8, NadD inh 0, MsrA inhibitor -0.3, Scp1 inh -6, SUMO1-SIM PPI 5 and CSN inh -1.
Screening O=C(Cn1c(-c2ccccc2Cl)nc2ccccc21)Nc1cccc(Cl)c1 returned Rpn11 inh inactive, DNMT1 block 4, TbMetRS inhib 0.0, STEP block 1, LMPTP inh -1.8, NadD inh 3, MsrA inhibitor 0.4, Scp1 inh -4, SUMO1-SIM PPI 3 and CSN inh -7.
Screening O=C(Nc1ccccc1-c1nnn(CC(=O)N2CCCc3ccccc32)n1)c1ccco1 returned Rpn11 inh inactive, DNMT1 block 0, TbMetRS inhib 0.2, STEP block 0, LMPTP inh 3.7, NadD inh -2, MsrA inhibitor 0.8, Scp1 inh -14, SUMO1-SIM PPI -2 and CSN inh 2.
Screening CC(C)(C)c1ccc(C(=O)Nc2ccc3c(c2)C(=O)NC3=O)cc1 returned Rpn11 inh inactive, DNMT1 block 16, TbMetRS inhib -0.8, STEP block -1, LMPTP inh -1.6, NadD inh 2, MsrA inhibitor -0.1, Scp1 inh -3, SUMO1-SIM PPI 3 and CSN inh -8.
`CCOC(=O)CC1(C)c2nc(NC(C)=O)sc2Cc2sc(NC(C)=O)nc21` gave Rpn11 inh inactive, DNMT1 block 8, TbMetRS inhib -0.1, STEP block -2, LMPTP inh -0.6, NadD inh 7, MsrA inhibitor 1.6, SUMO1-SIM PPI -1 and CSN inh 1.
CCOC(=O)N1CCN(C(=O)COc2ccc3ccccc3c2Br)CC1 was read as Rpn11 inh inactive, DNMT1 block 1, TbMetRS inhib 0.5, STEP block 3, LMPTP inh 0.6, NadD inh 0, MsrA inhibitor -0.5, Scp1 inh 1, SUMO1-SIM PPI -13 and CSN inh -7.
Screening CC(O)C(NC(=O)OCc1ccccc1)C(=O)OCc1ccccc1 (configuration not stated) returned Rpn11 inh inactive, DNMT1 block 0, TbMetRS inhib -0.4, STEP block -4, LMPTP inh -0.2, NadD inh -4, MsrA inhibitor -0.7, Scp1 inh 0, SUMO1-SIM PPI 0 and CSN inh -3.
Screening O=C(CN(Cc1ccc(F)cc1)S(=O)(=O)c1ccc(S(=O)(=O)N2CCOCC2)cc1)Nc1ccccc1 returned Rpn11 inh inactive, DNMT1 block 1, TbMetRS inhib -0.7, STEP block -2, LMPTP inh 1.6, NadD inh -3, MsrA inhibitor 0.6, Scp1 inh -7, SUMO1-SIM PPI 3 and CSN inh -8.
For CN(C)CCCN1CC(=O)N2[C@@H](Cc3c([nH]c4ccccc34)C2(C)C)C1=O the results were Rpn11 inh inactive, DNMT1 block 0, TbMetRS inhib -0.8, STEP block -2, LMPTP inh -0.4, NadD inh -4, MsrA inhibitor -1.1, Scp1 inh 2, SUMO1-SIM PPI 3 and CSN inh 5.
CCc1ccc(-c2csc3nc[nH]c(=O)c23)cc1 was read as Rpn11 inh inactive, DNMT1 block 2, TbMetRS inhib 0.0, STEP block 1, LMPTP inh 2.0, NadD inh 10, MsrA inhibitor -0.8, Scp1 inh -14, SUMO1-SIM PPI 5 and CSN inh 5.
`COC[C@@H]1CCCN1c1ccc2c(c1)O[C@H](COCc1ccccc1)CN([C@H](C)c1ccccc1)S2(=O)=O` gave TbMetRS inhib -0.3, LMPTP inh 2.6, NadD inh 2, MsrA inhibitor 2.8, SUMO1-SIM PPI -3 and CSN inh 0.
`COc1cc(C(=O)NCCCN2CCCC2=O)cc(OC)c1OC` gave Rpn11 inh inactive, DNMT1 block 3, TbMetRS inhib -0.1, STEP block -1, LMPTP inh -0.9, NadD inh -1, MsrA inhibitor 0.4, Scp1 inh -6, SUMO1-SIM PPI -1 and CSN inh 6.
For COc1ccc(/C=C/C(=O)OCC(=O)NCCCc2ccccc2)cc1OC the results were Rpn11 inh inactive, DNMT1 block -3, TbMetRS inhib -0.2, STEP block -4, LMPTP inh -0.4, NadD inh -3, MsrA inhibitor 2.6, Scp1 inh -7, SUMO1-SIM PPI -17 and CSN inh 0.
Screening COc1ccc(C(=O)NNC(=S)NC(=O)c2cccc([N+](=O)[O-])c2)cc1 returned Rpn11 inh inactive, DNMT1 block -6, TbMetRS inhib -0.6, STEP block 3, LMPTP inh 1.7, NadD inh 12, MsrA inhibitor 0.0, Scp1 inh 2, SUMO1-SIM PPI -17 and CSN inh -4.
O=C(CN1CCCCCC1)Nc1ccc(Br)cc1[N+](=O)[O-] was read as Rpn11 inh inactive, DNMT1 block 6, TbMetRS inhib -1.5, STEP block -5, LMPTP inh -0.5, NadD inh 0, MsrA inhibitor 0.1, Scp1 inh 15, SUMO1-SIM PPI -21 and CSN inh 0.
`COc1ccc(-c2cc(C(F)(F)F)nc(S(=O)(=O)CCC(=O)N3CCOCC3)n2)cc1` gave Rpn11 inh inactive, DNMT1 block 2, TbMetRS inhib -2.2, STEP block 0, LMPTP inh -0.7, NadD inh -5, MsrA inhibitor 1.3, Scp1 inh -2, SUMO1-SIM PPI -2 and CSN inh -1.
